Neddylation inh: inhibitors of human cullin neddylation; P61081+Q13564; TR-FRET cullin neddylation, biochemical; calls only at 25 µM; 360,000 tested, 0.58% active; in the data active = inhibition above about 36%
Target sequence (P61081 whole entry, looked up): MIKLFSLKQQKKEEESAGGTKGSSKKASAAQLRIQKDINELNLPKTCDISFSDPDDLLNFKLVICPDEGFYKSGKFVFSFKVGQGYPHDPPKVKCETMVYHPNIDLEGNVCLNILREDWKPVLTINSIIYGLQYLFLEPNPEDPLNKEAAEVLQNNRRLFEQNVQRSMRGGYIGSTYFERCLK
Target sequence (Q13564 whole entry, looked up): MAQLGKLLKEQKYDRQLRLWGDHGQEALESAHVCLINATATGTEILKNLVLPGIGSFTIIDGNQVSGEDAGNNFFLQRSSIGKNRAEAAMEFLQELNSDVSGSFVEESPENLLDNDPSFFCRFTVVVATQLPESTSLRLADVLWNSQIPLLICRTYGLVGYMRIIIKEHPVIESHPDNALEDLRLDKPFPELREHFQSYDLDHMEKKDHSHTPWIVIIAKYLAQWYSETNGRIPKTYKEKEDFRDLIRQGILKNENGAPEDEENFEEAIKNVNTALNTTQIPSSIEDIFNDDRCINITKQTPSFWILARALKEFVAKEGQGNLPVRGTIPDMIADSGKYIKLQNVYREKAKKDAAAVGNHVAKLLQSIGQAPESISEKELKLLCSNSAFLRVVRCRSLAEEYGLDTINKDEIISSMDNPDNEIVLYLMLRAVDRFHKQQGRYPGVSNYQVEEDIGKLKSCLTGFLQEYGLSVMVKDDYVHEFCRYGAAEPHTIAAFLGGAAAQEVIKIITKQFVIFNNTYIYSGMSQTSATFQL
NadD inh: blocks S. aureus nicotinate mononucleotide adenylyltransferase. purified NadD enzyme, colorimetric absorbance read-out. inhibition, % at 20 µM. 360,000 tested, 0.78% active; in the data active = inhibition above about 26%; also: some compounds past the cut are filed as inactive
SKN-1 block: blocks SKN-1 activity in C. elegans. C. elegans VP596 Pgst-4::GFP/RFP ratio, acrylamide-induced, 24 h. inhibition, % at 21.8 µM. 360,000 tested, 0.49% active;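 active = interference check ratio from 0.5 to 1.5 plus GFP to RFP signal ratio inhibition reaching or exceeding a fixed threshold, cut at about 30% in these data, passing the limit was not always enough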; also: some compounds called inactive have numbers as strong as hits
MT1-MMP act inh: MT1-MMP (human) activation inhibition; P50281; HT1080 RFP-PRO-GFP cells, GFP/RFP ratio fluorescence, overnight; percent of plate control window, DMSO zero; GFP/RFP ratio change, % at 20 µM; 360,000 tested, 0.061% active; AID 651647;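 active = GFP/RFP ratio change of at least 30% with cell ATP level not reduced by more than half and red fluorescence within 50% of control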; also: strong numbers were not always called active
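Test system: HT1080 RFP-PRO-GFP cells; Benchmarks: DMSO and RFP-L50D-GFP cell wells; Timing: cells overnight before dosing, compound overnight, 37 °C, 5% CO2; Compound: one 20 µM compound dose with 1% DMSO; Read-out: GFP/RFP fluorescence ratio.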
FAS-TE inh: inhibitors of human fatty acid synthase thioesterase domain; inhibition, % at 15 µM; 360,000 tested, 0.67% active; AID 602261; recombinant FAS-TE, OMFH fluorogenic substrate, fluorescence endpoint; P49327;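 active = compounds whose normalised, plate-corrected inhibition of enzyme fluorescence in the single-dose primary screen is 50% or more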;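 also: 0% = DMSO with enzyme and 100% = substrate without enzyme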
CSN deneddyl inh: CSN deneddylation inhibition | Q92905 | Purified CSN, SCF-Nedd8-OG deneddylation, fluorescence polarization | inhibition, % at 12.5 µM | 360,000 tested, 0.38% active | AID 651999;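 active = pattern-corrected inhibition above about 35%, with an unprinted fluorescence ratio check between 0.5 and 1.5, limit read from the data, passing the limit was not always enough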;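 also: 0% = enzyme with substrate and 100% = substrate without enzyme; some results filed as inactive read as strong as hits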
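assay system = purified human Csn5 enzyme expressed in HEK293T cells | amount = 0.24 nM enzyme | buffer or medium = Tris/NaCl/DTT buffer, pH 7.5 | reagent = 10 nM SCFSkp2-Nedd8OG | compound = one concentration, 12.5 µM, 0.25% DMSO | times = 90 min reaction at room temperature | signal = FP | read-out basis = % inhibition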
Rpn11 block: blocks the human proteasome subunit Rpn11 | human 26S proteasome, Ub4-pepOG fluorescence polarization; 20S core pre-blocked with epoxomicin | calls only at 20 µM | 360,000 tested, 0.59% active | AID 588493;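 active = inhibition at 20 µM, scaled to each plate's controls, above about 33%, limit read from the data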
Rin1-Abl PPI inh: inhibitors of human Rin1-Abl protein interaction; AID 588664; inhibition, % at 7.35 µM; P00519+Q13671; TR-FRET Rin1/Abl binding, biochemical; 360,000 tested, 0.4% active; in the data active = inhibition above about 5%, passing the limit was not always enough
MLLE-PAM2 inh: inhibitors of microRNA-mediated deadenylation, human PABP1 MLLE binding; P11940; GST-MLLE / FITC-PAM2 fluorescence polarization; inhibition, % at 20 µM; 360,000 tested, 0.36% active; in the data active = inhibition above about 35%, passing the limit was not always enough;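 also: plate controls were DMSO wells with GST-MLLE for no effect and wells lacking GST-MLLE protein for full effect; some results filed as inactive read as strong as hits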
Starred values were filed as active, the others as inactive; i = inactive; . = not tested or not shown; + = active, no number. The list is partial; rates above refer to the full screens.

SMILES	Neddylation inh	NadD inh	SKN-1 block	MT1-MMP act inh	FAS-TE inh	CSN deneddyl inh	Rpn11 block	Rin1-Abl PPI inh	MLLE-PAM2 inh
CCN(CC)C(=O)Oc1ccc(NC(=O)N2CCOCC2)cc1	i	-2.2	-6.1	-1.9	-3.3	-1.1	i	-0.9	-1.2
CC(=O)Nc1ccc(S(=O)(=O)NC(CC(=O)N2CCC3(CC2)OCCO3)C(C)C)cc1 (centres undefined)	i	-5.0	5.4	2.7	-2.7	2.9	i	-1.8	10.7
O=c1[nH]c2ccccc2n1C1CCN(Cc2ccc(-c3[nH]c4cc5ncnc5cc4nc3-c3ccccc3)cc2)CC1	i	27.0	8.9	-0.2	-6.7	-2.5	.	.	.
CC1(C)COC(Nc2cccc(Cl)c2)=N1	i	5.1	-18.8	-2.8	-1.7	1.4	i	-2.1	-7.9
CC(=O)[C@H]1CCC2C3CC[C@H]4C[C@@H](O)CC[C@]4(C)C3CC[C@@]21C (some centres undefined)	i	1.4	16.3	11.5	1.6	-2.9	i	0.3	6.9
Cc1cc(C(=O)OCC(=O)Nc2cccc(F)c2)c(C)n1C1CC1	i	0.6	21.3	1.5	7.9	0.4	i	1.6	-19.9
Cc1oc(-c2ccc(F)cc2F)nc1CN1C[C@@H]2C[C@@H](C1)c1cccc(=O)n1C2	i	-0.2	-2.0	-3.2	-4.1	-3.7	i	-1.6	-2.0
O=C1NC(=S)N(C2CC2)C(=O)/C1=C/c1ccc2c(c1)CCN2CCCCl	i	17.8	40.7*	-2.9	-1.8	13.6	i	-0.9	-24.6
Nc1cc(C(=O)Nc2ccc(Cl)cc2)ccc1N1CC2CC(C1)c1cccc(=O)n1C2 (centres undefined)	i	4.7	-1.8	5.4	-3.7	1.4	i	0.4	-6.0
COc1cc(OC)c(OC)cc1CNCCc1ccc(OC)c(OC)c1	i	-3.6	7.6	0.4	-8.0	-7.7	i	-2.1	18.6
CN(C)P1(N(C)C)=NC(C(F)(F)F)=NC(C(F)(F)F)=N1	i	-3.0	1.2	4.7	-3.8	-3.9	i	-1.9	6.5
COc1cccc(N2C(=O)NC(=O)C3(Cc4cc(C)ccc4N(C)C3)C2=O)c1 (centres undefined)	i	6.5	-2.1	0.3	-1.5	1.9	i	-0.5	11.6
Cn1cc(C(=O)c2ccccc2)c2ccccc21	i	-3.4	5.0	-2.1	5.7	4.3	i	-5.3	-6.0
COC(=O)C1=C(c2ccc(OC)c(OC)c2)C[C@@H]2CC[C@H]1N2C(=O)N1CCCC1	i	4.0	24.3	33.9*	-4.3	-5.4	i	-0.9	10.7
Nc1ccccc1C(=O)OC1CSC1	.	-2.8	10.9	5.1	-2.4	2.5	i	2.7	13.4
O=C(/C=C/c1ccccc1)NCCc1cnc[nH]1	i	3.0	29.4	4.7	-6.5	4.6	i	-1.0	-8.3
Nc1ccc(Br)cc1	i	-8.1	8.9	2.4	-5.9	2.9	i	-0.2	1.9
COC(=O)C1=C(c2ccc3ccccc3c2)C[C@@H]2CC[C@H]1N2C(=O)N1CCC(C)CC1	i	-2.0	-8.8	1.9	20.1	-4.2	i	2.1	0.5
CCOc1ccccc1N1C(=O)CC(=O)NC1=O	i	-2.0	-3.4	-5.5	-9.5	0.2	i	2.1	-10.0
CCOP(=O)(Oc1ccccc1)c1c([N+](=O)[O-])cc(C(F)(F)F)cc1[N+](=O)[O-] (centres undefined)	i	-6.4	5.1	2.4	-2.1	1.0	i	1.4	-24.4
O=c1[nH]c(=S)n(Cc2ccc(F)cc2)c(O)c1/C=N/N1CCCCCC1	i	1.1	-6.8	-5.7	10.1	-5.1	+	-1.0	-40.0
CCN(c1ccc(C(O)(C(=O)OC)C(F)(F)F)cc1)S(=O)(=O)c1ccc(C)cc1 (centres undefined)	i	-4.0	2.2	0.4	16.2	-0.6	i	2.9	-14.5
c1ccc2c(c1)CSc1ccccc1C2C1=NCCN1 (centres undefined)	i	-0.3	7.5	1.6	-8.6	-3.9	i	2.4	-2.0
CCN(CC)CCN=Cc1c(O)n(Cc2ccco2)c(=O)[nH]c1=O	i	-4.1	-7.6	0.3	-2.1	5.8	i	-3.8	13.0
Cc1nc2ccccc2c(=O)n1-n1cnnc1	i	0.9	-2.5	2.1	-9.4	6.0	i	0.4	7.3
O=C(N[C@H]1CP(=O)(Oc2ccccc2)O[C@H](COCc2ccccc2)[C@H]1O)C(Cl)(Cl)Cl (some centres undefined)	i	-6.0	1.1	-0.8	-6.5	-3.2	i	3.2	3.2
COC(=O)C1=CO[C@@H](C)[C@@H]2CN3CC[C@@]4(C(=O)Nc5ccccc54)[C@@H]3C[C@H]12	i	-4.4	3.5	-0.2	-6.3	0.8	i	-1.9	-3.4
CC(C(=O)c1c[nH]c2ccccc12)N1CCN(C(=O)c2ccco2)CC1 (centres undefined)	i	-2.9	3.1	0.4	-4.2	6.2	i	0.3	1.9
COc1cccc(C(c2nnnn2Cc2ccccc2)N2CCC(n3c(=O)[nH]c4ccccc43)CC2)c1OC (centres undefined)	i	13.6	19.5	-18.1	20.3	4.0	i	7.5	-5.0
O=C(Nc1ccc(F)cc1)N1CC2CC(C1)c1cccc(=O)n1C2 (centres undefined)	i	0.7	-0.4	2.0	-5.7	3.7	i	8.6	7.3
CN1CCN(c2ccc(C(N)=O)cc2[N+](=O)[O-])CC1	i	-5.0	12.4	-0.1	-14.0	-5.4	i	2.0	3.5
O=C(COC(=O)Cc1ccccc1)Nc1cc(S(=O)(=O)N2CCCCC2)ccc1Cl	i	-4.4	3.9	-1.6	13.1	-1.1	i	1.6	-1.6
OC(CC#CCN1CCCCCC1)(c1ccccc1)C1CCCC1 (centres undefined)	i	-3.4	-2.9	-1.3	-3.0	1.7	i	-0.4	-5.7
O=C(C(=C1N(Cc2ccc(Cl)nc2)CCN1Cc1ccc(Cl)nc1)[N+](=O)[O-])C(Cl)Cl	i	-0.6	1.1	2.0	-0.6	1.2	i	-1.8	-3.5
CCOC(=O)C1(c2ccccc2)CCN(CCC(=O)Nc2ccc(F)cc2)CC1	i	-2.2	0.2	7.9	0.4	-7.7	i	1.3	1.4
C=CCn1c(O)c(C(CC)=NCc2ccco2)c(=O)[nH]c1=O	i	-1.4	6.3	5.0	-7.9	-3.0	i	1.2	2.8
COc1ccc(O)c2c(=O)c3c(OC)cc4c(c3oc12)C1C=COC1O4 (centres undefined)	i	-7.0	12.5	-5.7	11.0	0.2	i	-4.0	-7.8
O=C(c1cccn2c(=O)c3ccc(Cl)cc3nc12)N1CCC2(CC1)OCCO2	.	-11.1	-7.1	1.0	1.6	-10.1	i	-5.3	-0.8
CCOC(=O)c1c(/N=C/c2c(O)n(-c3ccc(F)cc3)c(=S)[nH]c2=O)sc2c1CCCC2	i	-1.1	1.3	-11.0	-28.1	6.6	i	2.1	-12.7
Cc1ccc2c(c1)C1CN(C)CCC1N2C(=O)c1ccco1 (centres undefined)	i	1.4	7.0	-5.4	-5.8	1.8	i	-0.7	-1.6
COc1ccc(-c2ccc3c(c2)CN(C(=O)CCc2ccccc2)Cc2cnnn2-3)cc1	.	-2.6	10.5	-2.0	33.9	-1.0	i	2.0	7.6
CCC/C=N/O	i	4.1	-3.6	1.0	0.6	-1.6	i	1.9	9.3
COC(=O)C1=C(c2cc3ccccc3s2)C[C@@H]2CC[C@H]1N2C(=O)NCc1ccccc1	i	-1.4	5.3	-3.0	10.0	-2.0	i	-0.2	8.1
CN1C(=O)CN=C(c2ccccc2Cl)c2cc(Br)ccc21	i	2.4	12.1	0.0	-3.2	0.6	i	1.8	-0.6
Nc1cc(N2CCNCC2)c([N+](=O)[O-])cc1Cl	i	3.2	4.7	2.2	-7.6	-5.1	i	-1.2	10.4
CCOC1=C(N2CC2)C(=O)C(OCC)=C(N2CC2)C1=O	i	0.6	8.0	-3.8	-5.6	-3.2	i	1.7	10.1
Oc1ccc(-[n+]2c(-c3ccccc3)cc(-c3ccccc3)cc2-c2ccccc2)cc1	i	20.9	-3.6	11.2	-6.6	4.2	i	-5.5	13.8
O=C(NC1CCCCC1)Oc1cc2oc(=O)sc2cc1Cl	i	-3.6	-5.7	-3.0	9.4	-0.2	i	6.3*	32.4
CC(NCc1cccc(Cl)c1Cl)C(O)c1ccccc1 (centres undefined)	i	-10.9	5.9	0.9	5.9	5.5	i	-1.3	1.9
O=S(=O)(c1cc(Cl)cc(Cl)c1)N1Cc2cc(N3CCOCC3)ccc2-n2nncc2C1	i	3.6	-12.3	2.0	15.2	1.0	i	0.5	-8.4
COc1cccc(CNCCc2ccc3c(c2)OCO3)c1OC	i	-5.3	7.0	0.6	-7.4	2.3	i	0.0	-11.8
Cc1ccccc1N1CCN(C2CCCN(C(=O)Cc3c(C)noc3C)C2)CC1 (centres undefined)	i	-2.6	-10.2	0.7	-6.3	-1.2	i	2.3	-1.2
CC(=Nc1ccc(F)cc1)c1c(O)n(C)c(=O)[nH]c1=O	i	8.2	4.7	4.8	-3.2	1.4	i	-0.1	-2.0
CC12Nc3ccccc3C(=O)N1Cc1cnnn1-c1ccccc12 (centres undefined)	.	-3.3	10.7	4.8	-12.3	-7.3	.	.	.
O=C1c2ccccc2C(=O)N1Cc1nc2ccccc2c(=O)n1-c1ccc(Br)cn1	i	4.7	6.3	-4.4	6.9	1.9	i	0.0	8.0
COc1ccc(OP(=O)(Nc2ccccc2)Nc2ccccc2)cc1	i	3.5	-6.8	1.9	0.9	2.6	i	-1.8	1.4
CC(C)(C)c1ccc(C(=O)C2CCCN(Cc3ccon3)C2)cc1 (centres undefined)	i	-3.7	8.5	6.3	-20.3	-7.7	i	4.5	8.1
CCOC(=O)c1c(-n2c(C)cc(C=C3C(=O)NC(=S)NC3=O)c2C)sc2c1CCCC2	i	45.7*	12.7	-29.5	0.6	49.0*	+	-4.4	-15.1

Assay outcomes: PubChem, several laboratories
